Assay outcomes from PubChem.
sPLA2-III inh – Blocks human group III sPLA2 activity. Q9NZ20. inhibition, % at 12.2 µM. 370,000 tested, 0.56% active. QFRET BODIPY PC-A2 liposome hydrolysis, fluorescence;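 active means inhibition above mean plus 3 SD of compounds lying within the high and low control bounds, cut at about 19% in these data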;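 further: 0% = median of test compound wells and 100% = no enzyme DMSO wells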
Target sequence (Q9NZ20 whole entry, looked up): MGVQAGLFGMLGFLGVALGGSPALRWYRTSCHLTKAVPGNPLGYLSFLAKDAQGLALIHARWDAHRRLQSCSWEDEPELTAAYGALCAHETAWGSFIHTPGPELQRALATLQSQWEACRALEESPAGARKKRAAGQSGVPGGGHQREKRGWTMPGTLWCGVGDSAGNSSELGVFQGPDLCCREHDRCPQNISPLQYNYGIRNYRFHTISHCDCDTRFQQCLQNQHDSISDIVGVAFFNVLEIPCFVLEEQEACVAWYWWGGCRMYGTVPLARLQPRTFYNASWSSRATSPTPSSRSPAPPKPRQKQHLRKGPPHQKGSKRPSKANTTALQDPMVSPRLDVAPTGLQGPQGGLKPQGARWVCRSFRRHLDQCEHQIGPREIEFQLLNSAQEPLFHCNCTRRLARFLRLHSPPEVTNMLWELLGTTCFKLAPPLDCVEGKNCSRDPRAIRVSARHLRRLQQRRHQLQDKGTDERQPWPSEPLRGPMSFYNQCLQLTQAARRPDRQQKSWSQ
ADAM17 inh – ADAM17 inhibition, QFRET primary screen. P78536. recombinant ADAM17, EDANS/DABCYL FRET peptide cleavage. inhibition, % at 6.95 µM. 370,000 tested, 0.83% active;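 active means inhibition above the mean of compounds lying between control limits plus 3 SD, set per campaign, cut at about 8.5% in these data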;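 further: 0% = DMSO-only wells as the low control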
Target sequence (P78536 215-824 limits assumed): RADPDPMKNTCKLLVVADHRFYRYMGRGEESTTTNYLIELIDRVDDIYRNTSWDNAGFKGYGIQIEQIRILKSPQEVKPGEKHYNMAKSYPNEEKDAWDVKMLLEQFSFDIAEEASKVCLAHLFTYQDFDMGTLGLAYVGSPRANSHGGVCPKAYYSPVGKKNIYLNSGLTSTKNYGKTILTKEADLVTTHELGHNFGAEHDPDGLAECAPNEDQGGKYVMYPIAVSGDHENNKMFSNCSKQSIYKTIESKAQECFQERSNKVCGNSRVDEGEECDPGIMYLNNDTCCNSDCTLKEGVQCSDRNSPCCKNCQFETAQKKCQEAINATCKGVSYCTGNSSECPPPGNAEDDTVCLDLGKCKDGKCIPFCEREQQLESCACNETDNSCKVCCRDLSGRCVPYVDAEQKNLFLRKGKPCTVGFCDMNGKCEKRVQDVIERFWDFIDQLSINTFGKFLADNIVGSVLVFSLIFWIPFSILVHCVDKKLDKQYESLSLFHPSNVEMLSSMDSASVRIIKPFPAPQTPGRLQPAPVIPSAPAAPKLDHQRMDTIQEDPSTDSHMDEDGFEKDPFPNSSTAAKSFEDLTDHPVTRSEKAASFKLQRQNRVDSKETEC
hgDAF-12 ag – activates the H. glycines DAF-12 receptor ligand-binding domain; HEK293 GAL4-hgDAF12 UAS-luciferase reporter, agonist luminescence; normalized to butyrate control; activation, % at 6.8 µM; 370,000 tested, 1.8% active; AID 687014;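 active means activation above a cutoff set at the mean of all screened compounds plus 3 SD, cut at about 10% in these data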;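 further: 0% = DMSO wells and 100% = sodium butyrate wells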
PLC-gamma1 inh – blocks human PLC-gamma1 enzyme activity. P19174. purified PLC-gamma1, fluorogenic substrate, fluorescence. inhibition, % at 12.2 µM. 370,000 tested, 0.84% active; in the data active means inhibition above about 9.5%
hcDAF12 agonist – activators of H. contortus DAF-12 nuclear receptor; HEK293 hcDAF-12 lit1-tk-luc reporter, luminescence; 0% DMSO, 100% Δ7-dafachronic acid; activation, % at 6.8 µM; 370,000 tested, 1.4% active; AID 652067;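 active means activation above the mean of all tested compounds plus 3 SD, cut at about 5.5% in these data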;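 further: 100% = response to 3 µM Δ7-dafachronic acid high control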
DAX1 inh-1 – inhibits human nuclear receptor DAX1 | HEK293 Gal4-DAX1 luciferase reporter, luminescence | inhibition, % at 6.75 µM | P51843 | AID 504766 | 340,000 tested, 0.99% active;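 active means inhibition above the mean over all tested compounds plus 3 SD, cut at about 4.2% in these data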;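 further: 0% = DAX1-transfected cells with DMSO and 100% = empty-vector control cells with DMSO; inhibition shows as a rise in luminescence from relieved DAX1 repression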
GAA850 FXN act – frataxin GAA850 promoter activation | HEK293 lucGAA850 FXN promoter luciferase reporter, 24 h; percent of 10 µM SAHA response | activation, % at 6 µM | 360,000 tested, 0.56% active;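 active means activation above the average of all compounds screened plus 3 SD, cutoff fixed separately per campaign, cut at about 7.5% in these data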;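 further: 0% = DMSO wells and 100% = 10 µM SAHA wells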
ADAM10 inh – ADAM10 inhibition, QFRET primary screen; O14672; recombinant ADAM10, EDANS/DABCYL FRET peptide cleavage, 3 h; 370,000 tested, 0.62% active; AID 720582; inhibition, % at 7 µM;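 active means inhibition above a per-campaign cutoff equal to the mean of compounds falling between control-based bounds plus 3 SD, cut at about 20% in these data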;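 further: 0% = DMSO wells while the 100% control is not disclosed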
ssDAF-12 act – activators of S. stercoralis DAF-12 nuclear receptor. activation, % at 6.8 µM. 370,000 tested, 1% active. AID 652126. HEK293 ssDAF-12/GRIP1 lit1-tk-luc reporter, luminescence; % of 3 µM dafachronic acid response;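 active means activation above the mean over all tested compounds plus 3 SD, cut at about 0.9% in these data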;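 further: 0% = DMSO-only wells and 100% = 3 µM delta7-dafachronic acid wells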
DAX1 inh-2 – inhibitors of DAX1 repression of SF-1 activated StAR promoter; HEK293T StAR-luciferase reporter, SF-1/DAX-1 repression relief; inhibition, % at 6.8 µM; 370,000 tested, 1.1% active; AID 652010;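 active means inhibition above the mean over all tested compounds plus 3 SD, cut at about 3.6% in these data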;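 further: 0% = DAX-1 cells with DMSO and 100% = cells lacking DAX-1 with DMSO; higher inhibition means more luminescence from relief of DAX-1 repression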
PLCb3 inh – inhibitors of human phospholipase C beta3; 370,000 tested, 0.18% active; inhibition, % at 12.2 µM; Purified PLC-beta3, fluorogenic substrate, fluorescence; Q01970; AID 720704; in the data active means inhibition above about 11%;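 further: 0% = median of compound wells on plate and 100% = full blocker control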
The depositor's hits bear a star; i = inactive; nt = no result given. Outcome played no part in choosing rows (roughly 6.9% active in at least one column).

SMILES,sPLA2-III inh,ADAM17 inh,hgDAF-12 ag,PLC-gamma1 inh,hcDAF12 agonist,DAX1 inh-1,GAA850 FXN act,ADAM10 inh,ssDAF-12 act,DAX1 inh-2,PLCb3 inh
CCCCCn1cnc2c(=S)nc(N)[nH]c21,1,-5,3.6,7,-0.8,0.3,2.0,-1,-1.1,0.0,-3
O=CC1=C(c2ccccc2)Oc2ccccc2O1,-6,1,-0.1,-1,-0.9,-0.7,0.9,2,-1.6,-0.2,-4
COc1cccc(-c2nc(OC(C)C)c3ccccc3n2)c1,11,-4,1.8,0,-1.2,0.1,0.8,7,-0.8,-0.7,0
CCc1ccc2nc(Nc3ncc(C(C)=O)c(C)n3)nc(C)c2c1,-3,-2,-0.3,0,0.5,2.2,0.4,-6,-1.3,0.2,-2
c1ccc2c(c1)ncn2-c1ccc(-c2ccnc(-c3ccncc3)n2)cc1,4,-2,0.8,4,0.0,-1.1,-0.1,-6,-1.2,-0.8,-2
Cc1cc(C(=O)CN2C(=O)NC(CC(C)C)C2=O)c(C)n1-c1ccccc1F (configuration not stated),0,-1,3.0,0,-0.8,1.8,0.5,-4,-1.6,0.2,1
Cc1ccc2c(N)c(C#N)sc2n1,5,-14,3.1,-208,0.2,0.4,3.0,-41,-0.3,0.0,-252
O=C(Nc1ccc(N2CCOCC2)cc1)C1CCCN(S(=O)(=O)c2ccccc2)C1 (configuration not stated),-6,0,-4.2,0,-1.6,-0.9,0.3,-2,-1.5,-1.0,-5
O=C(O)/C=C/C(=O)Nc1ccccc1C(=O)Nc1ccccc1,7,-7,0.8,-7,0.3,0.8,-0.1,-30,-0.7,0.8,-17
Cc1nonc1NC(=O)CSc1ccccn1,14,-2,0.2,2,-1.7,0.1,1.8,-4,-0.6,0.1,-6
Cc1cc(=O)oc2ccc(OC(C)C(=O)O)cc12 (configuration not stated),11,-61,-3.4,-55,-2.8,-1.1,2.4,-250,-1.3,-0.6,-66
CC(=O)N(C)c1ccc(NC(=O)c2cnn(C)c2)cc1,3,1,0.7,4,0.2,1.1,-0.7,8,-0.7,0.4,4
CC(NC(=O)c1cc(-c2ccccn2)nc2ccc(Cl)cc12)C1CCCO1 (configuration not stated),0,-5,1.1,-8,1.0,3.2,-0.5,-9,-0.2,-1.4,-12
CC(C)NC(=O)N(C)C[C@H]1Oc2ccc(NC(=O)CCN3CCOCC3)cc2C(=O)N([C@H](C)CO)C[C@@H]1C,4,-7,3.8,-8,-0.9,0.0,-0.1,-25,-1.2,1.9,-8
Cc1oc(-c2ccc(Cl)cc2)nc1CS(=O)CC(=O)NCCCN1CC(C)CC(C)C1 (configuration not stated),3,0,-2.1,3,0.6,0.3,-0.5,1,-0.7,0.0,-8

Continuation.
SMILES,sPLA2-III inh,ADAM17 inh,hgDAF-12 ag,PLC-gamma1 inh,hcDAF12 agonist,DAX1 inh-1,GAA850 FXN act,ADAM10 inh,ssDAF-12 act,DAX1 inh-2,PLCb3 inh
CC(OC(=O)c1ccco1)C(=O)NC1CCCCC1 (configuration not stated),0,-4,1.1,0,-1.8,0.1,-0.2,-4,-0.4,-0.5,0
O=C(NC1CCCCCC1)C1CCN(S(=O)(=O)c2cnc[nH]2)CC1,-8,-1,1.8,-2,0.2,1.6,-0.2,-1,-1.7,-0.1,2
COc1nc(N=C(N)N)nc2c(C)cccc12,1,-87,2.0,-164,6.1*,-0.4,-2.0,-434,0.1,0.6,-221
COc1ccc(C(=O)N2CCOC2CNC(=O)C(=O)NCc2ccc(F)cc2)cc1 (configuration not stated),0,-2,-2.1,0,-1.2,-0.1,0.4,-1,-1.4,-0.1,-8
CC(C)CN1C(=O)C[C@@]2(C(=O)N(C)c3ccc(NS(=O)(=O)c4ccc(F)cc4)cc32)C1c1ccccc1 (some centres not stated),-15,-1,-0.3,0,-1.3,nt,nt,0,-1.1,0.7,1
CN(C)CCCNC(=O)CC1C[C@H](C(=O)N2CCOCC2)[C@@]2(CCC3CCCC3)c3[nH]c4ccccc4c3CCN2C1=O (some centres not stated),12,-1,1.7,0,0.2,4.3*,-0.2,-19,-0.4,3.7*,-3
COc1ccc(-n2ccnc2SCC(=O)Nc2cc(C)on2)cc1,3,-5,-3.1,-1,-2.5,2.4,-2.2,3,-1.6,-0.9,-4
CSCCC(NC(=O)c1cc(C(C)(C)C)oc1C)C(=O)O (configuration not stated),-2,-2,-0.1,1,0.6,-0.9,1.6,-4,-1.2,-0.7,2
Cc1c(C(=O)N(C)C)sc(NC(=O)c2cccc([N+](=O)[O-])c2)c1C#N,0,-5,0.2,0,-1.3,-0.7,2.7,-8,-1.6,-0.1,-2
CCOc1ccc(NC2OC(CO)C(O)C(O)C2O)c([N+](=O)[O-])c1 (configuration not stated),0,0,1.1,-2,-0.6,0.7,1.8,-13,-1.0,-0.7,6
Cc1c(O[C@@H]2O[C@H](CO)[C@@H](O)[C@H](O)[C@H]2O)ccc2c1oc(=O)c1ccccc12,5,i,1.4,-433,-0.9,-0.5,1.9,i,-1.5,0.1,i
CN(Cc1ccccc1)Cc1nc2c(c(=O)n(C)c(=O)n2C)n1Cc1ccc(Cl)cc1,10,-1,0.7,2,-0.9,0.0,1.0,-5,-0.3,0.1,0
O=C(O)c1ccc(CS(=O)(=O)Cc2ccccc2F)o1,-2,-3,0.0,1,-1.5,1.6,1.2,-6,-1.2,-0.1,-3
CCOC(=O)c1c(C)nc2sc3c(=O)n(-c4ccc(C(C)=O)cc4)nnc3c2c1-c1ccc(OC)cc1,2,-3,1.0,0,7.0*,0.4,-1.4,6,-1.6,-0.6,0
Nc1[nH]c(C(=O)c2ccccc2)c(-c2ccc(Cl)c(F)c2)c1C(=O)c1c[nH]c2ccccc12,-5,-3,-0.8,-3,4.3,nt,nt,-12,0.0,0.1,-6

The list continues.
SMILES,sPLA2-III inh,ADAM17 inh,hgDAF-12 ag,PLC-gamma1 inh,hcDAF12 agonist,DAX1 inh-1,GAA850 FXN act,ADAM10 inh,ssDAF-12 act,DAX1 inh-2,PLCb3 inh
CN(C)S(=O)(=O)c1cccc(NC(=O)CO/N=C(\N)c2ccccc2)c1,8,0,0.1,0,0.2,-0.1,-0.6,-3,-0.7,1.5,-7
CCN(CC)S(=O)(=O)c1ccc2oc(SCC(=O)Nc3cc(C)on3)nc2c1,-14,-2,-1.7,5,-2.2,-1.1,-0.9,0,-1.3,-3.7,1
CCN1C(=O)[C@@H]2[C@@H](c3ccc(-c4ccccc4)cc3)N3CCC[C@@]3(C(=O)OC)[C@@H]2C1=O,-4,-5,0.4,1,-1.9,-0.4,-1.0,-4,-1.6,-0.4,-2
O=C(CN1CCN(c2ccc(F)cc2)CC1)c1cccs1,-1,1,2.3,1,1.5,2.5,1.6,-2,-1.4,-0.4,-22
COc1ccc(OC)c(NC(=O)c2cc3n(n2)C(C(F)(F)F)CC(c2ccc4c(c2)OCO4)N3)c1 (configuration not stated),-2,8,-1.6,-10,-3.4,2.2,-2.1,15,-2.5,-1.6,-16
O=C(O)c1ccc(NC(=S)NC(=O)C(c2ccccc2)c2ccccc2)cc1,-11,-3,-0.3,0,-0.2,1.0,2.0,-1,-0.9,-1.3,-8
O=C(Cc1ccc(Cl)cc1)N/N=C/c1cccc(O)c1,-9,-2,-1.4,-3,-1.1,-0.9,-1.4,3,-1.0,-0.8,-13
Nc1[nH]c(=O)[nH]c(=O)c1N=Nc1cccc(Cl)c1,3,2,4.8,1,0.3,-0.8,-1.4,8,-0.7,-0.3,4
O=C(CC[C@H]1O[C@@H](n2cnc3c(NC(=O)c4ccccc4)ncnc32)[C@H](O)[C@@H]1O)NCc1ccccn1,-1,-3,-1.3,-2,-0.7,nt,nt,-1,-0.4,-0.5,3
CCN(CC)C(=O)c1sc(NC(=S)N2CCN(C(=O)C3CCCO3)CC2)c(C(=O)OC)c1C (configuration not stated),6,-1,0.2,0,-1.3,-0.2,0.6,-7,-1.3,-1.1,-5
COc1ccc(N(CCC(=O)Nc2ccccc2F)S(=O)(=O)c2ccc(C)cc2C)cc1,-9,5,4.1,5,-1.8,-1.4,-1.9,0,-1.5,-1.2,-8
CN(c1cccc(NC(=O)c2ccc(Cl)c(S(=O)(=O)N3CCOCC3)c2)c1)S(C)(=O)=O,1,0,-0.1,0,-0.9,-1.3,-1.0,-5,-1.1,-2.6,-7
CC(=O)CSc1ncnc2c1oc1ccccc12,-13,-3,4.2,1,-1.4,1.2,0.6,2,-1.1,0.4,-1
O=S(=O)(c1cccs1)N1CN(Cc2cccs2)c2nc3ccccc3nc21,-12,-13,0.3,-5,-1.3,0.1,-0.5,-63,-0.6,0.2,-10
CCOC(=O)C(NC(=O)Nc1ccc(Cl)cn1)(Oc1ccccc1)C(F)(F)F (configuration not stated),17,-4,5.7,2,-2.4,0.6,1.5,-14,-0.7,3.3,-2

An excerpt from above in order of count of non-hydrogen atoms, falling:
SMILES,sPLA2-III inh,ADAM17 inh,hgDAF-12 ag,PLC-gamma1 inh,hcDAF12 agonist,DAX1 inh-1,GAA850 FXN act,ADAM10 inh,ssDAF-12 act,DAX1 inh-2,PLCb3 inh
CCN(CC)C(=O)c1sc(NC(=S)N2CCN(C(=O)C3CCCO3)CC2)c(C(=O)OC)c1C (configuration not stated),6,-1,0.2,0,-1.3,-0.2,0.6,-7,-1.3,-1.1,-5
O=C(O)c1ccc(NC(=S)NC(=O)C(c2ccccc2)c2ccccc2)cc1,-11,-3,-0.3,0,-0.2,1.0,2.0,-1,-0.9,-1.3,-8
O=S(=O)(c1cccs1)N1CN(Cc2cccs2)c2nc3ccccc3nc21,-12,-13,0.3,-5,-1.3,0.1,-0.5,-63,-0.6,0.2,-10
CN(C)S(=O)(=O)c1cccc(NC(=O)CO/N=C(\N)c2ccccc2)c1,8,0,0.1,0,0.2,-0.1,-0.6,-3,-0.7,1.5,-7

Other compounds.
SMILES,sPLA2-III inh,ADAM17 inh,hgDAF-12 ag,PLC-gamma1 inh,hcDAF12 agonist,DAX1 inh-1,GAA850 FXN act,ADAM10 inh,ssDAF-12 act,DAX1 inh-2,PLCb3 inh
CC(=O)NC1(C(Cl)(Cl)Cl)Oc2ccccc2O1,7,1,-0.9,-1,1.1,1.2,-1.2,-18,-0.6,-0.2,6
CCN(CC)c1nc2nonc2nc1N(CC)CC,1,1,0.3,4,-1.4,-0.7,-1.4,-3,-0.8,0.5,4
CCOC(=O)C1CCN(C(=O)C2CCN(S(=O)(=O)N3CCCC3)CC2)CC1,4,-2,-0.9,1,-1.7,0.0,1.1,0,-1.2,-0.1,-66
CCc1cccc(NC(=O)CC2Oc3ccccc3NC2=O)c1 (configuration not stated),-3,3,-4.6,5,-1.4,1.0,1.6,-4,-0.6,-0.2,-6
O=C(COc1ccc(S(=O)(=O)N2CCCC2)cc1)N1CCCC1,3,-4,1.7,0,-0.8,0.1,1.4,-2,-0.9,0.0,-8
Nc1cccc(/C=C/c2ccncc2)c1,13,-2,-0.2,-2,-1.1,0.1,1.4,-4,-1.1,-0.5,-11
Cc1ccc(S(=O)(=O)Nc2ccc(Cl)cn2)cc1,-3,0,-1.4,-4,2.4,-0.5,1.9,0,-0.1,-0.2,-8
